Source: PubChem BioAssay
Bcl-B TR3 displacers – displacers of TR3 peptide from Bcl-B, primary screen, selectivity assay for Bfl-1 inhibitor project, biochemical, fluorescence polarization; one-dose displacement, % at 20 µM; IC50 in µM for titrated hits; FP displacement of FITC-TR3 peptide from Bcl-B; higher % means a stronger effect; Bcl-2-like protein 10 (Homo sapiens); hit rate 0.11% among 96,000; AID 748, 2007;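 active = displacement above 50% at 20 µM plus a fluorescence interference ratio under 1.5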;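 also: plate controls were wells without compound for no effect and wells lacking Bcl-B protein for full effect; a part of the inactive calls stands beside numbers as strong as those of hits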
IL1B NFkB inh – inhibitors of IL-1B driven NFkB p65 nuclear import, primary screen, imaging, HUVEC, IL-1B stimulus, high-content imaging; hit rate 0.43% among 94,000; inhibition, % at 2 µM; AID 796, 2007; HUVEC IL-1B NFkB p65 nuclear translocation imaging;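 active = inhibition above about 30% together with a positive call from visual inspection of the well image, limit read from the data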;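 also: nuclear over cytoplasmic p65 intensity ratio measured by imaging; 0% = IL-1B stimulated DMSO wells and 100% = unstimulated DMSO wells; values of inactives mirror those of a sister screen read the other way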
NFkB transloc pot – enhancers of NFkB p65 translocation in HUVEC – imaging, IL-1B stimulus, high-content imaging, primary screen | activation, % at 2 µM | hit rate 0.3% among 94,000 | HUVEC IL-1B NFkB p65 nuclear translocation imaging;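 active = activation above 40%, about the mean plus 3 SD, also judged a hit on visual image review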;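 also: percent activation is computed from the nuclear over cytoplasmic p65 intensity ratio; values of inactives mirror those of a sister screen read the other way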
PLAP inhibitors HTS – PLAP enzyme inhibitors, biochemical, luminescence, HTS (AID 690); purified PLAP, luminescent substrate; higher % means a stronger effect; hit rate 0.08% among 96,000; inhibition, % at 20 µM; hits with a dose series show IC50 in µM; Alkaline phosphatase, placental type (Homo sapiens); in the data active = a potency from the dose series; inactive = the rest, 99 in 100 with inhibition below about 30%; also: strong numbers were not always called active
MRP resist rev – reversal of MRP1-mediated doxorubicin resistance, primary screen, H69AR cells, doxorubicin co-treatment; AID 602, 2007; differential viability (reversal), % at 10 µM; H69AR cells + 2 uM doxorubicin, CellTiter-Glo, 72 h; hit rate 0.04% among 85,000;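 active = viability drop by adding the cancer drug above about 55%, with treated viability meeting a 40% cutoff, limit read from the data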;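 also: viability without doxorubicin minus viability with 2 µM doxorubicin for each compound; larger differential means the compound sensitizes cells more to doxorubicin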
MRP resist rev cytotoxicity – recorded beside MRP resist rev, whose call it bears; viability, %; H69AR cells, CellTiter-Glo, 72 h; measured here: cytotoxicity without doxorubicin
MRP resist rev with doxorubicin – also measured in MRP resist rev; calls as there; viability, %; measured here: viability with 2 uM doxorubicin; hits give low values
IL1B NFkB inh cell count 2 µM – further read-out of IL1B NFkB inh, marked with its call; cell count; measured here: cells passing quality filter;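 raw number of nuclei counted in each imaged well without normalization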
NFkB transloc pot cell count 2 µM – second read-out of NFkB transloc pot, no call of its own (marks repeat the call); cell count; measured here: cells passing quality filter
* hit, by the source's call; x = no result given; & = joins results of further samples. The list is partial (hit frequency here may not be typical).

smiles,IL1B NFkB inh,Bcl-B TR3 displacers,IL1B NFkB inh cell count 2 µM,NFkB transloc pot cell count 2 µM,PLAP inhibitors HTS,MRP resist rev,MRP resist rev cytotoxicity,NFkB transloc pot,MRP resist rev with doxorubicin
COc1ccc(-c2noc(-c3cc(C)cc(C)c3)n2)cc1OC,x,-8.2%,x,x,8.9%,-14.6,74.5,x,89.1
Cc1cccn2cc(CNC(=O)C3CCCCC3)nc12,-15.9,x,166,166,x,x,x,15.9,x
C[n+]1cc(-c2ccccc2)n2c1CCCCC2,-2.0,6.9%,161,161,-3.5%,-9.2,88.6,2.0,97.8
CCCC(=O)Nc1cc(Cl)ccc1N1CCN(C(=O)CC)CC1,4.8,1.1%,126,126,-46.3%,7.3,88.4,-4.8,81.1
CC(Oc1ccc2oc(-c3ccccc3)c(C(=O)O)c2c1)C(=O)O (centres undefined),-1.2,-12.4%,191,191,-28.0%,-6.7,97.2,1.2,103.9
CCOc1ccc(OCC(=O)c2c(O)c3ccccc3oc2=O)cc1,14.8,-8.9%,91,91,-4.4%,-1.7,62.1,-14.8,63.8
CC(C)N1C(=O)CCC1C(=O)N1CCCc2ccccc21 (centres undefined),6.8,-13.2%,103,103,-4.3%,8.5,98.1,-6.8,89.6
CC(/C=C\c1cccnc1)=C/C(=O)O,-0.2&26.9,15.9%&9.7%,210&185,210&185,-14.2%&10.0%,-1.0,97.3,0.2&-26.9,98.3
O=C(Nc1cnccn1)c1csc2ccccc12,5.1,4.9%,177,177,17.5%,2.9,94.3,-5.1,91.4
O=C(OCC(=O)c1ccc[nH]1)c1ccc(S(=O)(=O)N2CCCCC2)cc1,-0.6,-7.7%,153,153,11.5%,11.7,86.9,0.6,75.2
Cc1nnc(SCC(=O)c2cc(C)n(C3CC3)c2C)s1,24.4,-50.1%,149,149,-7.1%,5.6,93.9,-24.4,88.3
CCOC(=O)C1CCN(C(=O)CSc2nnc(-c3ccco3)n2-c2ccccc2)CC1,-34.3,-4.2%,112,112,-54.6%,-4.2,84.0,34.3,88.2
Cc1ccc(S(=O)(=O)N2CCC(C(=O)N[C@@H](Cc3ccccc3)C(=O)O)CC2)cc1,-4.6,2.1%,123,123,-35.4%,-1.1,90.5,4.6,91.6
Cc1ccccc1-c1nn2c(-c3ccccc3)nnc2s1,x,-5.4%,x,x,6.9%,-11.7,62.1,x,73.8
CCCNC(=O)c1ccccc1NC(=O)c1ccccc1N(C)S(C)(=O)=O,0.5,x,160,160,x,-3.5,93.0,-0.5,96.5
CC(=O)C(CC(=O)N1CCCc2ccccc21)C(=O)Nc1ccc(F)cc1 (centres undefined),1.5,-2.6%,47,47,-68.3%,-5.0,96.9,-1.5,101.8
O=C(Cc1ccccc1)NCCSCc1ccc(Cl)cc1,1.1,-1.5%,134,134,23.1%,x,x,-1.1,x
O=C(Nn1cnnc1)c1ccc(F)c(S(=O)(=O)N2CCCCC2)c1,-3.3,-13.5%,128,128,-20.6%,4.2,93.9,3.3,89.7
O=C(Nc1ncc2c(n1)-c1ccccc1OC2)c1ccccc1Cl,-5.6,-9.2%,142,142,9.3%,x,x,5.6,x
COc1cccc(NC(=O)Cc2nnc(SCC(=O)NC(C)c3ccccc3)n2C)c1 (centres undefined),4.5,1.0%,56,56,16.4%,9.1,94.3,-4.5,85.2
COc1c(F)c(F)c(-c2csc(N)n2)c(F)c1F,-12.1,x,136,136,x,9.2,87.4,12.1,78.2
O=C1c2ccccc2NC2(CCCCC2)N1c1ccc(O)cc1,-22.5,-5.9%,119,119,22.6%,1.0,94.0,22.5,93.0
CCc1ccc(OCC(=O)N2CCN=C2c2ccccc2)cc1,-7.4,10.0%,84,84,3.1%,20.4,105.1,7.4,84.7
CC(C)(C)NC(=O)C(c1cccs1)N(CC1CCCO1)C(=O)Cn1nnc(-c2cccs2)n1 (centres undefined),-47.6,5.4%,66,66*,-32.8%,-5.5,78.3,47.6*,83.8
COc1ccc(CN=CC2=C(O)CC(C)(C)CC2=O)cc1,-5.6,-15.6%,175,175,11.3%,4.8,101.4,5.6,96.6
O=C(O)CCS(=O)(=O)c1cccc2cccnc12,-9.5,-2.3%,190,190,2.3%,-13.4,86.7,9.5,100.1
Cc1cc2ccccc2nc1SCC(=O)N1CCCC1,-16.6,1.6%,176,176,10.6%,14.2,99.5,16.6,85.3
CC1(C)OC(=O)CC1C(=O)NCc1ccccc1 (centres undefined),-12.8,-11.3%,53,53,-6.2%,6.7,103.5,12.8,96.8
CC(C)CC(=O)Nc1ccc(F)c(Cl)c1,14.1,3.0%,120,120,18.2%,-17.5,92.7,-14.1,110.2
O=C(c1ccccc1)c1c[nH]c2cc3c(cc2c1=O)OCO3,-19.9,x,161,161,x,18.8,72.9,19.9,54.1

Look-ups from the results shown.
`Cc1cc2ccccc2nc1SCC(=O)N1CCCC1` in Bcl-B TR3 displacers has 1.6%
`CC(C)CC(=O)Nc1ccc(F)c(Cl)c1` in IL1B NFkB inh cell count 2 µM has 120

Later entries.
smiles,IL1B NFkB inh,Bcl-B TR3 displacers,IL1B NFkB inh cell count 2 µM,NFkB transloc pot cell count 2 µM,PLAP inhibitors HTS,MRP resist rev,MRP resist rev cytotoxicity,NFkB transloc pot,MRP resist rev with doxorubicin
COc1ccc(-c2n[nH]c(C)c2-c2ccc(Cl)cc2)c(O)c1OC,14.9,-4.4%,178,178,-19.3%,-5.8,35.1,-14.9,40.9
CN(CC(=O)O/N=C(\N)c1ccccn1)S(=O)(=O)c1cc(Cl)ccc1Cl,-5.3,-8.1%,162,162,12.4%,x,x,5.3,x
Cc1ccc(CNC(=O)c2cnc(-c3ccccn3)nc2C(F)(F)F)cc1,-4.7,2.4%,201,201,-58.2%,5.6,101.1,4.7,95.4
CC(C)(C)c1cc[n+](/C(C(=S)NC2CC2)=C(/[O-])c2ccc(Cl)s2)cc1,-1.4,-5.5%,160,160,7.1%,x,x,1.4,x
O=C(Nc1ccccc1F)c1ccc(CNS(=O)(=O)c2cccc(C(F)(F)F)c2)cc1,-20.8,11.6%,147,147,-4.3%,x,x,20.8,x
O=C(Nc1ccc(CN2CCCCC2)cc1)c1ccc(Br)o1,1.7,-6.1%,157,157,18.7%,12.0,100.1,-1.7,88.2
CCCc1nn(C)c2c1C(c1ccncc1)C(C#N)=C(N)O2 (centres undefined),9.8,2.3%,72,72,-3.1%,0.4,74.5,-9.8,74.1
O=C(COC(=O)c1c2c(nc3ccccc13)CCCC2)c1cccs1,4.4,-10.4%,160,160,-13.4%,x,x,-4.4,x
CCCS(=O)(=O)N1CCCC(C(=O)NCCCN(CC)c2cccc(C)c2)C1 (centres undefined),-5.1,6.8%,123,123,-28.1%,19.2,82.8,5.1,63.6
Cc1cc(NC(=O)C23CCC(C)(C(=O)O2)C3(C)C)no1 (centres undefined),-8.0,-3.6%,110,110,-11.6%,-22.9,73.5,8.0,96.4
COc1cc(-c2nnc(SC/C=C/c3ccccc3)n2N)cc(OC)c1OC,-21.4,-1.2%,64,64,0.3%,-2.9,74.1,21.4,77.0
COc1ccc(CNC(=O)c2cccc(N(C)C)c2)cc1,-10.7,-3.2%,119,119,18.1%,7.4,104.0,10.7,96.6
Cc1cccc(OCCCOc2cccc3cccnc23)c1C,3.3,-0.5%,120,120,-36.1%,x,x,-3.3,x
CCOc1ccc(N2C(=O)/C(=C/c3cc(OC)c(OC)c(OC)c3)N(CC(=O)OC)C2=S)cc1,-2.0,-13.9%,158,158,-25.0%,-0.9,24.9,2.0,25.7
COCCNC(=O)c1cc2c(=O)n3cccc(C)c3nc2n1C,x,5.7%,x,x,-24.1%,-13.3,26.9,x,40.3
Cc1nc(N2CCN(Cc3ccccc3)CC2)nc2c1C(=O)CC(c1ccco1)C2 (centres undefined),4.1,-7.0%,98,98,-44.9%,8.0,87.2,-4.1,79.2
N#CNC1=NCN(CCc2ccccc2)CN1,-25.1,5.3%,147,147,0.9%,15.2,103.7,25.1,88.5
CCOC(=O)c1c(C)nc2sc(C(=O)Nc3ccccc3)c(N)c2c1-c1ccc(OC)cc1,0.3,5.8%,176,176,-43.9%,x,x,-0.3,x
Cc1ccc(NC(=O)Cn2nnc(-c3ccccc3NC(=O)c3cccs3)n2)cc1,-0.6,-15.3%,169,169,16.0%,-5.2,6.8,0.6,12.0
N#C/C(C(=O)N1CCOCC1)=c1\s/c(=C/c2ccncc2)c(=O)n1-c1ccccc1,x,-10.4%,x,x,-19.8%,7.7,102.7,x,95.0
CCOC(=O)c1sc2nc3c(cc2c1N)COC(C(C)C)C3 (centres undefined),-11.1,2.1%,152,152,-5.8%,11.3,94.3,11.1,82.9
O=C(Nc1ccc(Oc2ccccc2)cc1)c1ccco1,-8.4,-12.1%,150,150,6.1%,-11.8,85.8,8.4,97.5
COC1CCCCC1Nc1ccc(C)c(C)c1 (centres undefined),6.3,x,101,101,x,0.5,90.7,-6.3,90.3
CCOc1cc(C2CC(=O)c3c(ccc4ccccc34)N2)ccc1O (centres undefined),-22.4,-4.2%,192,192,-18.0%,x,x,22.4,x
Cc1nc(CC(=O)Nc2nc(C(C)(C)C)cs2)cs1,1.3,-8.0%,109,109,-9.1%,20.4,98.5,-1.3,78.0
O=C(Nc1ccccc1Oc1ccccc1)C1CC1,x,-8.0%,x,x,-3.1%,10.7,103.3,x,92.6
Cc1cc(C)nc(-n2nc(C)c(C3(O)C(=O)Nc4ccc(F)cc43)c2N)n1 (centres undefined),3.7,13.8%,147,147,-66.0%,-5.2,74.2,-3.7,79.4
CC(NC(=O)C1CCN(c2nnc(-n3cccc3)s2)CC1)C12CC3CC(CC(C3)C1)C2 (centres undefined),-10.0,5.0%,85,85,1.8%,x,x,10.0,x
Cc1ccc(/C=N/n2c(C)nnc2C)cc1,0.8,-4.3%,119,119,0.3%,-7.2,77.8,-0.8,84.9
CCOC(=O)CC(/C(C)=N\O)c1ccccc1 (centres undefined),-4.6,-5.5%,167,167,2.5%,3.0,98.5,4.6,95.5
Cc1ccccc1NCc1ccccc1O,-4.6,-0.9%,138,138,-2.8%,-9.1,94.2,4.6,103.3
